DNMT1 inh: inhibitors of human DNMT1 | P26358 | actives 0.83% (n = 360,000) | DNMT1 molecular beacon, Hinp1I cleavage, fluorescence | inhibition (reported as % activation of signal), % at 10 µM; in the data active = inhibition above about 50%
Target sequence (P26358 504-1616 limits assumed): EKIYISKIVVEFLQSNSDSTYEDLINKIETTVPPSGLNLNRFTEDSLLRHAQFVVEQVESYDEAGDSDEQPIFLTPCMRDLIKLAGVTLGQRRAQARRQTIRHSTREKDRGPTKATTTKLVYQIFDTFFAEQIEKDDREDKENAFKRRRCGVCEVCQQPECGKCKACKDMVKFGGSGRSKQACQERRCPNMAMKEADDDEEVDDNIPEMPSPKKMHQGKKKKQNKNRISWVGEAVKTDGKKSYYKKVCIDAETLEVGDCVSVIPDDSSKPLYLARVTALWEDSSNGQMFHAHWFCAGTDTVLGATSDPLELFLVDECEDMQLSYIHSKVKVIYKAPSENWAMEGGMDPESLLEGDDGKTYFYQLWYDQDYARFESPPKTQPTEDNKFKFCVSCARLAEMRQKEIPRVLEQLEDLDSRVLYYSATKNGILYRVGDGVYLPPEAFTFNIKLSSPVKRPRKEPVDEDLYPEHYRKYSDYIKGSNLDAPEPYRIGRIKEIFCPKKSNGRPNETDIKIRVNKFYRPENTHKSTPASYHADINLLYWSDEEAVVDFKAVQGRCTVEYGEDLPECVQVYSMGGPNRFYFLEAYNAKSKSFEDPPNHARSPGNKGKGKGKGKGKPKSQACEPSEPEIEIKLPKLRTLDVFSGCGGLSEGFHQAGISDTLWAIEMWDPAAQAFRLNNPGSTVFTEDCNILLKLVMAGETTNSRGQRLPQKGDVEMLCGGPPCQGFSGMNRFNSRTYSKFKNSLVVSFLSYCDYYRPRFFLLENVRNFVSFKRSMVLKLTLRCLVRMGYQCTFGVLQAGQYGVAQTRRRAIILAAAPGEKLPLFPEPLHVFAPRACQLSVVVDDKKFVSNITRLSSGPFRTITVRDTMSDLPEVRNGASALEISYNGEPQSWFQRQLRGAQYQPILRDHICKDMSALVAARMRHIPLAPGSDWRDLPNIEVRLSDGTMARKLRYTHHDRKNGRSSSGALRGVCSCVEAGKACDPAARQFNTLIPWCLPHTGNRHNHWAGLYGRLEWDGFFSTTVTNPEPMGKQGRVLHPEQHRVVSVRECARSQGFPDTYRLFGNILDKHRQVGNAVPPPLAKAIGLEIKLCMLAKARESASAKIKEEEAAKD
LMPTP inh: LMPTP (human) inhibition | inhibition, % at 20 µM | P24666 | AID 651560 | recombinant LMPTP-A, OMFP fluorogenic substrate, fluorescence intensity | actives 0.22% (n = 360,000);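 active = compounds that cut the enzyme signal by at least half of the control window in the single-dose screen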;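 note: plate controls were DMSO wells with enzyme plus substrate for no effect and substrate without enzyme for full effect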
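Test system – LMPTP-A phosphatase enzyme · Quantity – 0.625 nM LMPTP-A final · Reagent – OMFP substrate, 400 µM final · Dosing – one test concentration per compound, 20 µM, with 3% DMSO overall · Timing – 50 min enzyme reaction at room temperature, protected from light · Detection – fluorescence intensity · Controls – substrate-only low control, DMSO enzyme-plus-substrate high control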
SUMO1-SIM PPI: SUMO1-SIM interaction modulation | P63165 | SUMO1 binding to a labelled peptide, TR-FRET, 1 h | inhibition, % at 20 µM | actives 0.33% (n = 360,000); in the data active = inhibition above about 37%
NadD block: NadD (S. aureus) enzyme inhibition | inhibition, % at 20 µM | purified NadD enzyme, colorimetric absorbance read-out | actives 0.78% (n = 360,000); in the data active = inhibition above about 26%; note: some compounds past the cut are filed as inactive
CSN inh: CSN deneddylation inhibition. Q92905. Purified CSN, SCF-Nedd8-OG deneddylation, fluorescence polarization. inhibition, % at 12.5 µM. actives 0.38% (n = 360,000). AID 651999;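 active = pattern-corrected inhibition above about 35%, with an unprinted fluorescence ratio check between 0.5 and 1.5, limit read from the data, passing the limit was not always enough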;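 note: 0% = enzyme with substrate and 100% = substrate without enzyme; some results filed as inactive read as strong as hits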
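assay system = purified human Csn5 enzyme expressed in HEK293T cells | amount = 0.24 nM enzyme | buffer or medium = Tris/NaCl/DTT buffer, pH 7.5 | reagent = 10 nM SCFSkp2-Nedd8OG | compound = one concentration, 12.5 µM, 0.25% DMSO | times = 90 min reaction at room temperature | signal = FP | read-out basis = % inhibition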
MsrA inhibitor: bovine MsrA inhibition | purified bovine MsrA, absorbance read-out | inhibition, % at 15.5 µM | actives 0.75% (n = 360,000) | AID 651718; in the data active = inhibition above about 4.5%;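 note: 0% = vehicle wells with enzyme and 100% = reference inhibitor wells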
Tb MetRS inh: blocks T. brucei methionyl-tRNA synthetase activity; purified T. brucei MetRS, ATP depletion, Kinase-Glo luminescence; inhibition, % at 11.9 µM; actives 0.4% (n = 360,000); AID 624268;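 active = inhibition above a per-plate cutoff of the control wells' mean inhibition plus 3 SD, cut at about 5.5% in these data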;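 note: 0% = DMSO wells median and 100% = median of wells with control inhibitor compound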
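assay system = parasite MetRS enzyme | timing = 15 min preincubation, 2 h reaction, all 25 °C | evaluation = percent inhibition relative to median high and low control wells | medium = HEPES buffer containing pyrophosphatase, BSA, spermine, DTT | compound = single dose, 11.9 µM final nominal, 0.9% final DMSO | detection = Kinase-Glo luminescence, ATP depletion format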
Rpn11 block: Rpn11 (human) deubiquitinase inhibition; AID 588493; human 26S proteasome, Ub4-pepOG fluorescence polarization; 20S core pre-blocked with epoxomicin; O00487; calls only at 20 µM; actives 0.59% (n = 360,000);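 active = inhibition at 20 µM, scaled to each plate's controls, above about 33%, limit read from the data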
Scp-1 inhibitor: blocks human Scp-1 phosphatase activity. Recombinant Scp1, phosphopeptide, malachite green phosphate absorbance. actives 0.88% (n = 340,000). inhibition, % at 20 µM. Q9GZU7;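 active = inhibition above about 50% at 20 µM, limit read from the data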;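 note: plate controls were DMSO wells with enzyme for no effect and wells lacking enzyme for full effect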
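System: SCP-1 catalytic domain; Reagent: Phospho 17-mer peptide substrate; Doses: one concentration, 20 µM, with 1.0% DMSO; Incubation: 45 min room-temperature reaction, 5 min colour, 30 min stabiliser; Signal: Phosphate-binding colour reagent, absorbance read at 630 nm.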
STEP inh: inhibitors of human striatal-enriched phosphatase STEP; P54829; recombinant STEP, OMFP fluorogenic substrate, fluorescence; inhibition, % at 20 µM; actives 0.25% (n = 360,000);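 active = inhibition at 20 µM, scaled per plate between control wells, above about 37%, limit read from the data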;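 note: 0% = DMSO with enzyme and substrate and 100% = substrate only without enzyme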
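Measure: Control-normalized % inhibition with plate pattern correction | Test system: STEP phosphatase, cell-free reaction | Medium: pH 6.0 Bis-Tris with DTT and Tween 20 | Technique: Fluorescence, 480/540 nm | Times: Reaction 20 min, ambient temperature | Doses: Single compound dose of 20 µM, 1% DMSO final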
Active calls of the source: *; i = inactive; nt = no result given; + = active, no number.

SMILES	DNMT1 inh	LMPTP inh	SUMO1-SIM PPI	NadD block	CSN inh	MsrA inhibitor	Tb MetRS inh	Rpn11 block	Scp-1 inhibitor	STEP inh
NC(=S)c1c(Cl)cc(C(F)(F)F)cc1Cl	-1	-0.5	-2	0	3	-0.7	0.4	i	0	0
O=[N+]([O-])c1cc2c(c([N+](=O)[O-])c1)Nc1ccccc1O2	7	7.3	-33	4	0	0.0	0.0	i	nt	4
CCOC(=O)C1CCC(=O)C1 (centres undefined)	-2	-1.1	5	0	-2	1.1	-0.2	i	-10	1
COc1ccc(-n2nc(C(=O)NCC(=O)NC3CCCCCC3)c3ccccc3c2=O)c(OC)c1	0	-1.5	-3	-5	1	1.2	-0.5	i	-8	-1
O=C(OCC(=O)N1CCOCC1)c1ccc(O)cc1	1	0.8	2	-4	0	-0.8	-0.2	i	-6	1
CC(=O)Nc1cccc(NC(=O)c2sc3ncn(CC(=O)N4CCCCC4)c(=O)c3c2C)c1	0	-0.3	1	3	3	1.4	-1.5	i	-12	2
CN1CCN(C(=S)c2cn(CCOc3ccccc3)c3ccccc23)CC1	-2	-0.9	2	-4	-6	-1.0	-0.2	i	-6	-2
NNC(=O)c1ccc(Cl)cc1Cl	1	-2.2	4	-2	0	-1.1	-0.6	i	-4	2
Cc1nc(SCC(N)=O)[nH]c(=O)c1Cc1ccc(OC(C)C)cc1	2	-0.1	4	3	-2	-1.1	-0.9	i	-9	-3
COc1ccc(/C=C2\N=C3CCCN3C2=O)cc1	0	1.2	-25	-6	-2	4.7*	-0.2	i	2	-1
Cc1ccc(C(=O)NC(=S)Nc2ccc(N3CCOCC3)cc2)cc1	-5	1.1	-7	6	-2	1.1	0.0	i	-13	-1
O=C(Nc1ccccc1CC[N+](=O)[O-])N1CCN(c2ccccc2)CC1	-5	0.8	2	0	-20	0.0	-0.6	i	-1	3
Cc1ccc(OC(C)C(=O)Nc2ccc(S(=O)(=O)Nc3nccs3)cc2)cc1 (centres undefined)	-1	-0.1	1	3	4	-0.8	-0.4	i	-5	0
CCC(C)NC(=S)Nc1ccccc1 (centres undefined)	2	-0.5	-3	-5	0	0.8	-0.8	i	-13	1
Cc1cccc(-c2nc(CSc3nc4c(c(=O)[nH]3)CCC4)c(C)o2)c1	-4	1.2	7	11	1	-1.5	-0.8	i	7	3
COc1ccc(OC)c(N(CC(=O)Nc2ccccc2)S(=O)(=O)c2ccccc2)c1	-7	1.1	1	-12	-2	-0.3	0.1	i	-9	0
O=C(COC(=O)C1C2CC3OC(=O)C1C3C2)Nc1ccc(Br)cc1 (centres undefined)	2	0.7	-2	2	0	2.1	4.4	i	-4	-2
CCOC(=O)c1cc2sc(C)cc2n1CC(=O)N1CCc2ccccc21	2	1.4	-6	4	7	-1.1	-0.6	i	-7	1
CCC(=O)N1CCCn2c1nc1ccccc12	2	0.4	-1	-6	0	-0.5	-0.5	i	-5	1
COc1ccc(C(=O)NC(=S)Nc2ccc(N3CCN(C(C)=O)CC3)cc2)cc1[N+](=O)[O-]	-3	1.5	-25	2	7	1.4	0.0	i	-3	9

Given as a markdown table: entries from further up.
| SMILES | DNMT1 inh | LMPTP inh | SUMO1-SIM PPI | NadD block | CSN inh | MsrA inhibitor | Tb MetRS inh | Rpn11 block | Scp-1 inhibitor | STEP inh |
| --- | --- | --- | --- | --- | --- | --- | --- | --- | --- | --- |
| Cc1cccc(-c2nc(CSc3nc4c(c(=O)[nH]3)CCC4)c(C)o2)c1 | -4 | 1.2 | 7 | 11 | 1 | -1.5 | -0.8 | i | 7 | 3 |
| CCC(=O)N1CCCn2c1nc1ccccc12 | 2 | 0.4 | -1 | -6 | 0 | -0.5 | -0.5 | i | -5 | 1 |
| O=C(COC(=O)C1C2CC3OC(=O)C1C3C2)Nc1ccc(Br)cc1 (centres undefined) | 2 | 0.7 | -2 | 2 | 0 | 2.1 | 4.4 | i | -4 | -2 |

(continued)
SMILES	DNMT1 inh	LMPTP inh	SUMO1-SIM PPI	NadD block	CSN inh	MsrA inhibitor	Tb MetRS inh	Rpn11 block	Scp-1 inhibitor	STEP inh
Cc1cc(C(=O)N2CCN(C(=O)C3CCCO3)CC2)no1 (centres undefined)	8	-1.7	4	1	0	-0.5	-0.3	i	-6	-3
COc1cc(OC)c(C(=O)OCCCOC(=O)c2cc(OC)c(OC)cc2OC)cc1OC	2	-0.4	3	0	0	0.1	0.1	i	-5	-1
COc1ccc2c(c1)CC(C1(O)C(=O)Nc3ccccc31)C2=O (centres undefined)	6	-0.3	-2	1	6	-1.6	-0.3	i	8	-7
COc1ccc(Cl)c(Cn2c(NCc3ccco3)nc3c2c(=O)n(C)c(=O)n3C)c1	34	4.3	1	-1	8	-0.7	0.1	i	-1	4
COc1ccc(-c2ncncc2-c2csc(C)n2)c(O)c1	2	-1.0	2	4	-8	1.2	-0.6	i	1	-1
O=C(CCNC(=O)N1CC(=O)Nc2ccccc21)NCCc1cccc(F)c1	-1	0.0	5	-1	3	-0.4	0.0	i	-1	-2
COc1ccc(N2CCCC2)c(NC(=O)c2ccc([N+](=O)[O-])o2)c1	-3	-0.3	-30	-1	2	2.1	-0.5	i	-7	6
CCOC(=O)c1[nH]c(C)c(CN(CCc2ccccc2)S(C)(=O)=O)c1C	3	0.2	1	-4	1	-0.4	0.4	i	-8	2
CCCCn1c(=O)[nH]c(=O)c2c1nc(-c1ccc([N+](=O)[O-])cc1)n2CC	3	-1.1	-36	0	0	1.1	0.3	i	-8	3
O=C(COc1ccc2ccc(=O)oc2c1)NCCc1c[nH]c2ccc(F)cc12	-1	0.3	-1	-5	0	1.6	-0.1	i	1	3
NC(=O)c1nsc(C(=O)N(c2ccccc2)C(C(=O)NCc2ccc(F)cc2)c2ccco2)c1N (centres undefined)	0	1.6	-4	-3	0	-0.3	-0.3	i	-5	-1
Cc1ccc(/C=[N+](/C)[O-])cc1	-20	-0.6	-5	-7	1	1.1	-1.3	i	-4	-2
CCOc1ccccc1CNC(=O)c1ccc(NC(=O)C2=CSCCO2)cc1	-1	1.0	-5	-11	2	0.6	-0.4	i	-11	3
COc1ccc(C(=O)NNC(=O)c2cccs2)cc1S(=O)(=O)N1CCOCC1	8	-1.5	0	5	-9	-0.1	-0.3	i	-5	-3
O=C(Nc1ccccc1C(F)(F)F)C1CCCC1	1	-1.4	0	-4	-5	0.8	-0.8	i	-3	-1
CC(C)CCn1nc(C(=O)OCC(=O)NC(C)c2ccccc2)c2ccccc2c1=O (centres undefined)	2	-1.6	0	1	-3	0.3	-0.3	i	nt	-3
Cc1cc(-c2ccc(Br)s2)nc(-n2cccc2)n1	-6	3.6	-46	19	6	0.9	0.0	i	-4	-2
CCCCCN(C(=O)CCC(=O)OCc1ccccc1C)c1c(N)n(CCCC)c(=O)[nH]c1=O	0	0.7	5	-9	-6	0.1	-0.6	i	4	-2
COc1ccc2c(c1)c1ncn(CCN3CCNCC3)c(=O)c1n2C	-7	-7.0	-5	-3	-1	1.4	-0.6	i	-4	-4
CC(=O)CCc1ccc(OC(=O)c2cccnc2)cc1	3	-0.5	1	1	1	0.1	0.1	i	-4	5

Quoted from the listing:
Under NadD block, CC(C)CCn1nc(C(=O)OCC(=O)NC(C)c2ccccc2)c2ccccc2c1=O (centres undefined) is listed with 1
Under Tb MetRS inh, Cc1cc(-c2ccc(Br)s2)nc(-n2cccc2)n1 is listed with 0.0

Continuation:
SMILES	DNMT1 inh	LMPTP inh	SUMO1-SIM PPI	NadD block	CSN inh	MsrA inhibitor	Tb MetRS inh	Rpn11 block	Scp-1 inhibitor	STEP inh
c1ccc(-c2cnnc(N3CCCCC3)n2)cc1	2	1.0	-16	1	-4	1.4	-0.5	i	-2	4
O=C(NCC(=O)N(Cc1ccccc1)C(C(=O)NC1CCCC1)c1ccncc1)c1ccco1 (centres undefined)	2	-2.0	-3	-2	-5	-1.1	-1.0	i	0	-6
CC[n+]1ccc(/C=C2\Sc3ccccc3N2CCCS(=O)(=O)[O-])c2ccccc21	-3	-0.8	-18	15	1	0.1	3.0	+	21	-3
CC(OC(=O)C1CCCCC1)c1nc2ccccc2[nH]1 (centres undefined)	1	1.3	1	-1	-1	-1.1	0.5	i	-7	1
Cn1c(SCc2ccc(Cl)cc2)nnc1-c1ccc2nonc2c1	2	-0.2	-33	-4	3	0.1	-0.4	i	-23	-1
CCN(c1ccc(OC)cc1)S(=O)(=O)c1nnc(NC(=O)c2ccccc2Cl)s1	-2	0.3	10	1	1	nt	-0.2	i	-7	0
CCCCCNC(=O)C(C1CC1)n1c(=O)c(-c2ccccc2)nc2ccccc21 (centres undefined)	nt	-0.6	-9	nt	4	0.2	-1.0	nt	nt	nt
CC(=O)OC(C(=O)n1nc(C)cc1C)c1ccccc1 (centres undefined)	1	-1.0	8	1	1	0.7	-0.4	i	-4	-3
O=C(NCc1cccc(OC(F)(F)F)c1)C1CCC(=O)N(Cc2cccc(F)c2)C1 (centres undefined)	1	1.4	4	-6	-7	-0.1	-0.3	i	-7	0
CSc1nc2ccc(S(=O)(=O)NC3CCCCC3)cc2s1	-2	1.8	4	-1	1	1.3	-0.2	i	-2	-2
COC(=O)C=C1CCC2C3CC(F)C4(O)CC(=O)CCC4(C)C3C(=O)CC12C (centres undefined)	9	-2.1	3	-3	2	-0.1	-0.1	i	-2	2
S=C1SCN(Cc2ccco2)CN1Cc1ccco1	1	0.2	-9	-6	5	-1.7	-0.2	i	-20	3
O=c1cc(CSc2ccc(Cl)cc2)nc(-c2ccncc2)[nH]1	-2	-0.1	2	3	1	0.5	-1.0	i	1	6
CCc1ccccc1NC(=S)N(CCCN1CCOCC1)Cc1ccccn1	13	-5.3	-2	-2	2	-1.9	0.3	i	-8	9
Cc1nc2ncnn2c(C)c1Cc1ccc(Cl)cc1	1	0.4	0	-3	2	-1.4	0.1	i	-3	2
CCOC(=O)c1c(NC(C)=O)sc2c(OCCN(CC)CC)c(Br)ccc12	38	3.1	3	-8	-5	1.4	-0.6	i	-1	2
O=C(O)CCn1c(-c2ccccn2)nc2ccccc21	26	-3.8	2	-4	0	-0.1	-0.3	i	11	2
CCN1CCN(C(=S)Nc2ccc3nc(N4CCN(CC)CC4)cc(C)c3c2)CC1	-3	1.0	4	-1	-1	1.2	-0.3	i	3	-1
Cc1c(C(=O)OC2CCCCC2)[nH]c2c1C(=O)CC(C)(C)C2	-3	0.5	7	-2	1	1.9	-0.2	i	-14	7
O=C(CCCCC(=O)NCCc1ccccc1)NCCc1ccccc1	-1	0.1	0	-4	4	1.0	-0.4	i	-6	-3
Cc1ccc(S(=O)(=O)/N=C(\Nc2cccc(C)c2)Nc2nc(C)cc(C)n2)cc1	-2	2.7	3	-5	-10	1.7	0.8	i	-5	2
